Screens as filed in PubChem.
AT treatment – potential ataxia-telangiectasia treatments restoring KAP-1 phosphorylation | […] A-T fibroblasts, KAP-1 phosphorylation AlphaLISA; neocarzinostatin DNA damage 30 min before lysis | Potency, µM (titrated, usually from 57.5 µM), inactives show top-dose activation, actives largely listed as activators | actives 0.19% (n = 320,000) | AID 485349; note: potency is the fitted concentration of half-maximal effect; % of control where 0% means no effect; nearly all actives have a fitted effect of over 45% in size
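hTERT-immortalized A-T patient fibroblasts ([…]), 500 cells/well in OPTI-MEM, 1% FBS, got compounds for 60 min, then NCS for 30 min at 37C. Lysates were then assayed for phospho-KAP-1 by AlphaLISA (anti-pKAP1 donor, anti-KAP1 acceptor beads), 6 hr at 25C.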
B2AR arrestin – beta2AR (human) beta-arrestin recruitment activity; actives 0.02% (n = 330,000); beta-arrestin recruitment to beta2AR, cell-based reporter; P07550; Potency, µM (titrated, usually from 46.1 µM), for inactives: at the top dose activation, usual class: activators;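 note: potency is the fitted concentration of half-maximal effect; 0% = DMSO controls and full agonism = EC100 isoproterenol or metaproterenol; nearly all actives have a fitted effect of over 65% in size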
Target sequence (P07550 whole entry, looked up): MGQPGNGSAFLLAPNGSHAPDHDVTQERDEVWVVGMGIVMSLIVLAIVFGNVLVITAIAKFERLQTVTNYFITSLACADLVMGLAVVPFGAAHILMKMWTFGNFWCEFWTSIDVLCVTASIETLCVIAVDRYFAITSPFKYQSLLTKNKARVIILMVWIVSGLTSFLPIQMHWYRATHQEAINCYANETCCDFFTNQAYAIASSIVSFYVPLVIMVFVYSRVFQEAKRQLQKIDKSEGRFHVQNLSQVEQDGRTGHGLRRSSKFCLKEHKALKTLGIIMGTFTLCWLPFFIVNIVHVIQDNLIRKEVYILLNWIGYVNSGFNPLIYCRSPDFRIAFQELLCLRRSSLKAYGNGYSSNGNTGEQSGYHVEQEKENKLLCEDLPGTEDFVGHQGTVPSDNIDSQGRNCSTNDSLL
CXXC DNA block – blocks binding of human MLL CXXC domain to DNA; Potency, µM (titrated, usually from 115 µM), inactives show at the highest dose activity change, negative = inhibition, hits mostly inhibitors; AID 2662; Q03164; actives 0.037% (n = 290,000); MLL-CXXC / FITC-HOXA9 DNA fluorescence polarization; active = well fitted inhibition curve with a large enough effect in the polarisation, with a control signal flat, not every such curve was filed as active; inconclusive = small, poorly fitted or top-dose-only effect, or effect the other way, or a change in a side signal; inactive = no such curve, though single readings can be large or run the other way; the % refers to the polarisation; note: potency is the fitted concentration of half-maximal effect
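Steps: dispense CXXC domain solution (7 uM) → pin compounds or unlabeled HOX-A9 DNA control → 5 min ambient → add FLSN-HOX-A9 solution (50 nM) → spin → 30 min ambient → fluorescence polarization. Tris pH 7.5/NaCl/DTT/BSA buffer.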
PTAP TSG101 blk – blocks PTAP/TSG101 interaction to inhibit HIV-1 budding | Q99816 | Fluorescence polarization, FITC-PTAP peptide / Tsg101 binding | Potency, µM (doses to about 115 µM), for the others: at the top dose activity change, negative = inhibition, actives largely listed as inhibitors | 340,000 tested, under 10 active; active = well fitted inhibition curve with a large enough effect in the main read-out, with a control signal flat, not every such curve was filed as active; inconclusive = small, poorly fitted or top-dose-only effect, or effect the other way, or a change in a side signal; inactive = no such curve, though single readings can be large or run the other way; note: potency is the fitted concentration of half-maximal effect; % of control where 0% means no effect
Target sequence (Q99816 whole entry, looked up): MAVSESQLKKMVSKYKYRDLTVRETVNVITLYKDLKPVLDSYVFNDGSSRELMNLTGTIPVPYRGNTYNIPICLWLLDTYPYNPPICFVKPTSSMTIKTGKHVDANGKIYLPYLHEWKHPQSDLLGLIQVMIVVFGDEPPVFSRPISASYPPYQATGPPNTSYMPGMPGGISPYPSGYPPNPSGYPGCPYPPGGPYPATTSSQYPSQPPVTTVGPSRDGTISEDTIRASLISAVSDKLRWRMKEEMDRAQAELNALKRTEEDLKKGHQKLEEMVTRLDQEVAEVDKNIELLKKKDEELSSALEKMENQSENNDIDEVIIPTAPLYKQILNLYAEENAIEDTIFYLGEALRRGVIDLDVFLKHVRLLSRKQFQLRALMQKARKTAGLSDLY
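Fluorescence polarization binding of Tsg101 binding domain (10 uM final) to FITC-labeled PTAP peptide (50 nM final) in HEPES pH 7.5 buffer with NaCl, Tween 20, EDTA, TCEP. Compounds added before peptide; binding 20 min at RT.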
TCR activator – T cell receptor activation | primary human leukocytes, anti-CD3, IL-2 HTRF, 48 h | Potency, µM (highest dose often 9.22 µM), for the others: at the highest dose activation of IL-2 secretion, usual class: activators | 330,000 tested, under 10 active | AID 504894; note: % of control where 0% means no effect
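HTRF read-out of IL-2 secretion: europium cryptate donor excited at 320nm, d2 acceptor emission at 665nm. Cells were primary human leukocytes incubated 48 hr with compounds and a-CD3 beads, supplying TCR signal only.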
BRCA1 expr up – activators of BRCA1 expression | Potency, µM (titrated, usually from 46.1 µM), for inactives: top-dose activation, most hits filed as activators | MCF7-BRCA1-FFLuc reporter, luminescence, 48 h; response scale: scaled: vehicle 0%, 10 µM genistein 100% | actives 1.1% (n = 380,000); note: potency is the fitted concentration of half-maximal effect; nearly all actives have a fitted effect of over 80% in size; some results filed as inactive show a strong effect at the top dose
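Luminescence from a BRCA1-driven firefly luciferase in MCF7 cells was read after 48 h compound exposure at 37 C. Data normalized against DMSO and a 10microM genistein activation control, then curve-fitted across the titration.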
p53 reactivation – restores transcriptional activity of mutant p53; H1299 p53-A138V BP100-luciferase reporter, luminescence, 24 h; Potency, µM (titrated, usually from 92.2 µM), without a hit: at the top dose activity change, positive = activation, most hits filed as activators; actives 0.063% (n = 320,000); AID 504706; note: potency is the fitted concentration of half-maximal effect; % of control where 0% means no effect; nearly all actives have a fitted effect of over 45% in size
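H1299 (p53-null), stable ts p53-A138V + BP100-Luc; 1000 cells/well, Opti-MEM/10% FBS; cpd 4 pt, 1:5; 24 h, 37 deg C, 5% CO2; detection reagent 10 min RT; luminescence.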
TRPV1 ag – human TRPV1 agonism; Q8NER1; TRPV1-expressing cells, Fluo-8 calcium influx, agonist mode; activation, % at 8.33 µM; actives 0.19% (n = 320,000); AID 540275; in the data active = activation above about 80%; inconclusive = between about 30% and that limit; note: 0% is about no effect
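TRPV1-expressing cells were cultured overnight at 35.5C and loaded with Fluo-8 calcium dye for 40 to 90 min at room temperature. After a 10 s baseline, compound was added and calcium influx was read kinetically for 3 min (ex 480/em 520 nm).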
Integrin act MD – activates integrin-mediated alleviation for muscular dystrophy. alpha7betagal myoblasts, beta-gal FDG fluorescence, 48 h. Potency, µM (highest dose often 38.3 µM), for the others: at the top dose activation, actives largely listed as activators. actives 0.064% (n = 350,000). AID 624291;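 note: potency is the fitted concentration of half-maximal effect; 100% = response of the positive control SU9516; nearly all actives have a fitted effect of over 60% in size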
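alpha7betagal+/- myoblasts (passage 13, 250/well) treated 48 h at 37C with compounds at 1:260 dilution of DMSO stock. Lysed, then beta-galactosidase activity read as FDG fluorescence (ex 480/em 540) after 30 min, with pre-read for autofluorescence.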
ELG1 DNA repair – ELG1-dependent DNA repair inhibition | actives 2.3% (n = 330,000) | Potency, µM (titrated, usually from 46.1 µM), inactives show top-dose activity change, negative = inhibition, most hits filed as inhibitors | HEK293T ELG1-luciferase reporter, luminescence, 16 h; DNA damage induced by 5-fluorouridine; note: potency is the fitted concentration of half-maximal effect; % is set by controls: 0 for no effect and ±100 for the full control effect; nearly all actives have a fitted effect of over 55% in size
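Cells (2,000 per well) received 5-fluorouridine plus test compound or DMSO and were incubated 16 hr at 37 °C, 5% CO2. Luciferase activity was read by luminescence 30 min after ONE-Glo addition; signal suppression marked inhibition of damage-induced ELG1 function.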
The depositor's hits bear a star; u = inconclusive; x = not tested or not shown; [ ] = remark or other dose. Unless noted, calls come from the whole dose curve; as a rule, active = well fitted curve in the direction sought with a large enough effect; inconclusive = small, poorly fitted or top-dose-only effect, or another doubt; inactive = no such curve, though single readings can be large; an effect the other way counts as inactive or inconclusive. This is a subset; rates above refer to the full screens.

Fields – AT treatment	B2AR arrestin	CXXC DNA block	PTAP TSG101 blk	TCR activator	BRCA1 expr up	p53 reactivation	TRPV1 ag	Integrin act MD	ELG1 DNA repair
1	CC12CCC(=O)C=C1CC(N1CC1)C1C2CCC2(C)C(O)CCC12 (stereo unspecified)
 : x	x	x	-8%	4%	-50%	x	x	-13%	x
2	O=c1[nH]c(=S)n(C2CC2)c(O)c1C=NCC1CCCO1 (stereo unspecified)
 : -8%	-0.8%	-4%	1%	2%	-9%	0%	-5	31%	4%
3	Cc1nn(Cc2ccccc2)c(Cl)c1C(=O)OCC(=O)N1CCCC1
 : 6%	0.0%	-1%	-7%	0%	-2%	14%	-3	-17%	1%
4	CC(C)NC(C)C(=O)C12CC3CC(CC(C3)C1)C2 (stereo unspecified)
 : x	-0.4%	-3%	-4%	-2%	1%	2%	2	31%	0%
5	COc1ccc(CN2CCN(C(=O)COc3ccc4ccccc4c3)CC2)c(OC)c1
 : -1%	0.1%	-2%	-3%	-1%	-13%	-15%	23	0%	u
6	CCCCC(=O)N/N=C/c1c(O)n(C2CC2)c(=S)[nH]c1=O
 : 8%	-1.2%	-15%	0%	9%[46.1 µM]	-1%	-1%	1	-1%	12%
7	Cn1c(O)c(C=Nc2ccccc2)c(=O)n(C)c1=O
 : 3%	-1.1%	-3%	-7%	1%	-5%	1%	2	u	7%
8	CCNC(=O)NC(=O)C(C)OC(=O)c1c(C)nn(Cc2ccccc2Cl)c1Cl (stereo unspecified)
 : 8%	-0.1%	16%	-3%	10%[46.1 µM]	-34%	-3%	-5	-16%	-17%
9	CSC(=Nc1ccccc1)c1c(O)n(C)c(=O)n(C)c1=O
 : 3%	0.4%	7%	-6%	x	-57%	7%	5	10%	u
10	CC1=CC(=Cc2sc3ccccc3[n+]2C)C=C(C)O1
 : -10%	-0.5%	27%	0%	0%	-54%	13%	0	-57%	u
11	Cc1nc2ccccc2c(=O)n1-c1cccc(C(F)(F)F)c1
 : -8%	-0.2%	-10%	0%	x	-5%	x	2	-7%	14%
12	Cc1cc(C=C2C(=O)NC(=O)NC2=O)c(C)n1-c1ccc2c(c1)OCO2
 : 2%	0.3%	-11%	-2%	0%[46.1 µM]	-11%	-11%	2	-14%	15%
13	COC(=O)c1ccc(Cl)c(NC(=O)CN2CCN(Cc3ccccc3)CC2)c1
 : -1%	-0.2%	6%	-1%	1%	9%	6%	u	-2%	u
14	O=C(O)Cn1cc(/C=C2\C(=O)NC(=O)N(c3ccc(Br)cc3)C2=O)c2ccccc21
 : 5%	0.3%	u	32%	3%	-2%	0%	-1	-62%[inhibitor]	10%
15	COc1ccccc1N1CCN(Cc2c(F)cccc2F)CC1
 : -1%	-0.3%	-6%	-13%	-3%	-21%	-1%	0	1%[7.66 µM]	-1%
16	CCn1c(O)c(C(c2ccccn2)c2c(O)n(CC)c(=S)[nH]c2=O)c(=O)[nH]c1=S
 : -5%	-0.1%	17%	-9%	x	3%	-5%	x	-35%	-5%
17	CCC(=Nc1cc(OC)ccc1OC)c1c(O)[nH]c(=O)[nH]c1=O
 : 5%	-0.4%	1%	4%	-1%	-19%	6%	2	9%[7.66 µM]	6%
18	O=[N+]([O-])c1cccc(C2N3CCCN23)c1 (stereo unspecified)
 : 2%	-0.1%	3%	-2%	-8%	36%	13%	1	5%	9%
19	CC(NC(=O)Oc1ccccc1)C(c1cccs1)N1CCOCC1 (stereo unspecified)
 : 0%	5.1%	-1%	0%	-6%[46.1 µM]	2%	-5%	-1	26%	17%
20	O=S(=O)(c1ccc(Cl)cc1)N1CC1c1ccccc1 (stereo unspecified)
 : -1%	-1.4%	7%	-3%	8%[46.1 µM]	-4%	-1%	0	13%	3%
21	O=[N+]([O-])c1ccc(N2CCCNCC2)c2ncccc12
 : -4%	-0.8%	17%	0%	5%	12%	-7%	x	20%	14%
22	COC(=O)C1=C(c2cccc(C#N)c2)C[C@@H]2CC[C@H]1N2C(=O)N1CCCCC1
 : 18%	-0.2%	x	x	0%	1%	-5%	14	3%	14%
23	CN1C(=O)N(C)C(=O)C(CCc2ccccn2)(CCc2ccccn2)C1=O
 : 1%	-0.1%	-6%	3%	1%	-18%	-9%	-3	8%	-1%
24	COc1ccc(CCNC(=O)N2c3ccccc3Sc3ccccc32)cc1
 : x	x	x	0%	1%	-87%[inhibitor]	x	x	-31%	x
25	Cc1cccc(C)c1NC(=O)CN(C)CC(=O)Nc1ccc(C#N)c(Cl)c1
 : 1%	-0.4%	10%	-5%	0%	-16%	-11%	12	0%	u
26	O=C(NC1CCCCC1)[C@@H]1CC=C[C@@H]2CCN(Cc3ccccc3)C(=O)[C@@H]21
 : x	x	x	-2%	-3%	1%	x	x	-16%	x
27	C=C[C@H](Cc1ccccc1)N(Cc1ccccc1)S(=O)(=O)N(Cc1ccccc1)[C@H](C=C)Cc1ccccc1
 : -3%	0.4%	x	-2%	13%	6%	4%	x	19%	u
28	CN(C)C(=O)Oc1ccc(Cl)c2ccccc12
 : -2%	0.0%	3%	-6%	-4%	8%	-8%	14	3%	u
29	Cn1c(O)c(N=Nc2ccc(S(=O)(=O)N3CCOCC3)cc2)c(=O)n(C)c1=O
 : 3%	0.4%	3%	1%	1%[46.1 µM]	x	u	-7	-3%	1%
30	COC(=O)C1=C(c2ccc(F)cc2OCc2ccccc2)C[C@@H]2CC[C@H]1N2C(=O)NCc1ccc2[nH]ccc2c1
 : 7%	0.1%	x	-10%	-4%	-22%	2%	10	-23%	u
31	COc1ccccc1N1CCN(Cc2c(F)cccc2Cl)CC1
 : x	-1.5%	-14%	-8%	0%	-3%[1.84 µM]	-1%	10	7%	-3%
32	C#CC(CC)(CC)NC(=O)Nc1ccc(OCC)cc1
 : -1%	0.2%	6%	-3%	-9%	38%	-1%	5	5%	0%
33	Cc1cc(C)c2c(c1)-c1cc(C)nn1C(c1cccnc1)N2 (stereo unspecified)
 : -1%	-0.7%	-5%	-1%	4%	-50%	-5%	-7	0%	28%
34	NC(=S)c1cn(C2OC(CO)C(O)C2O)c2ncnc(N)c12 (stereo unspecified)
 : 1%	0.1%	12%	1%	-2%	-87%	-2%	3	u	0.41µM*
35	COc1ccc(C)cc1NC(=O)c1c(C)nn(Cc2ccccc2)c1Cl
 : 3%	-0.9%	8%	-4%	-6%[46.1 µM]	-53%	3%	21	-24%	15µM*
36	O=C1CC(C(=O)N2CCC3(CC2)OCCO3)CN1CCc1ccccc1 (stereo unspecified)
 : -4%	0.5%	4%	-2%	-5%	16%	2%	-1	11%	3%
37	CN1CSC(=S)N(C)C1
 : x	x	4%	1%	0%	-2%	x	0	-30%	x
38	c1ccc2c(CCNC3=NCCC3)c[nH]c2c1
 : -9%	0.4%	-2%	-3%	0%	-11%	-4%	0	-21%	3%
39	Cn1cc(C(=O)OCC(=O)Nc2ccccc2Cl)c2ccccc21
 : 0%	-0.2%	x	-3%	-1%	-5%	5%	17	29%	-18%
40	Cc1nc2cc([N+](=O)[O-])ccc2c(=O)n1-c1ccc(Br)cc1
 : 11%	0.0%	-4%	-3%	0%	-7%	9%	1	12%	-7%
41	CSc1ccc(CNC(C)C(O)c2ccccc2)cc1 (stereo unspecified)
 : -3%	0.1%	1%	-5%	3%	4%	-4%	2	-4%	2%
42	CC(C)Oc1cccc(C(=O)C2CCCN(C3CCOCC3)C2)c1 (stereo unspecified)
 : 2%[11.5 µM]	0.1%	-6%	-2%	-1%	-9%	-4%	2	3%	u
43	O=C(CSc1nc2ccccc2[nH]1)NC1CCCc2ccccc21 (stereo unspecified)
 : 5%	-0.7%	9%	-1%	4%[46.1 µM]	-6%	-10%	u	27%	u
44	Cc1c(CCN)ccc2c1[nH]c1ccccc12
 : 8%	-1.0%	-1%	1%	0%	-11%	-5%	12	-5%	u
45	O=C(c1cc(S(=O)(=O)N2CCOCC2)ccc1F)N1CCC2(CC1)OCCO2
 : 9%	0.3%	7%	-5%	3%	0%	4%	-3	11%	9%
46	COc1ccc2c(c1O)[C@]13CCN(C)[C@H](C2)[C@@H]1CCC(=O)C3
 : 2%	4.1%	-4%	-2%	10%	10%	-4%	1	16%	-3%
47	C=CCn1c(O)c(/C=N/NC(=O)c2ccncc2)c(=O)[nH]c1=O
 : 14%	-0.7%	21%	-2%	3%	-3%	1%	u	4%	-9%
48	Cc1ccc2c(c1)N(CCC(=O)N1CCC3(CC1)OCCO3)C(=O)CO2
 : 9%	0.0%	1%	-5%	0%	-1%	8%	0	0%	-4%
49	O=C(C(=O)N1CCC2(CC1)OCCO2)c1c[nH]c2ccccc12
 : -2%	0.0%	1%	-3%	3%	6%	2%	1	15%	24%
50	CCOP(=O)(OCC)C(Cc1ccccc1)NC(C)=O (stereo unspecified)
 : 7%	0.5%	0%	1%	3%	11%	-1%	1	0%	1%
